ERAP1 HTS inh: ERAP1 (human) enzyme inhibition; Q9NZ08; recombinant ERAP1, Leu-AMC fluorescence, 60 min; inhibition, % at 10.7 µM; hit rate 0.15% among 340,000; AID 652197;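 active = mean replicate inhibition of at least 30%, or all replicates individually reaching that 30% level; inactive = mean below 30% and not every replicate reaching it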;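 note: 0% = neutral control wells and 100% = L-leucinethiol positive control wells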
XiGFP reactiv: X-chromosome reactivation activator. activation, % at 7.58 µM. hit rate 0.055% among 360,000. XiGFP mouse fibroblasts, % GFP-positive cells imaging, 3 d; cells co-treated with 5-aza-dC sensitizer; scaled so ellipticine positive control = 100%;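 active = mean normalized replicate activation at least 10% and every replicate at or above 10%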;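 note: 0% = median of on-plate neutral control wells and 100% = ellipticine 6 µM median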
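material = 68-5-11 XiGFP fibroblast line | medium = DMEM plus 5-aza-dC sensitizer | schedule = 3 days compound exposure | benchmarks = positive control ellipticine, 6 µM final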
CFTR F508del cor: CFTR F508del correction in bronchial cells | CFBE cells, YFP halide quenching; stimulated with forskolin plus potentiator P3; % fluorescence drop versus neutral controls | activity (quench increase), % at 7.58 µM | hit rate 0.36% among 350,000 | AID 720511;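 active = mean added fluorescence quench of at least 8% versus neutral control, with both replicates also reaching 8%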;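 note: cells transiently co-express mutant CFTR-F508del with the halide-sensitive YFP; corrector assay measuring rescue of mutant channel to the surface after 24 h compound exposure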
RAD54 inh: inhibitors of human RAD54 branch migration; inhibition, % at 10.4 µM; RAD54 Holliday junction branch migration, FAM/BHQ fluorescence; Q92698; hit rate 0.14% among 360,000;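 active = mean normalized replicate activity at least 40 and at least half of replicates scoring 40 or more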;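 note: 0% = median of neutral control wells and 100% = median of positive control wells; inhibitors cause a drop in the FAM fluorescence signal; in these data hits start at about 50%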
Target sequence (Q92698 whole entry, looked up): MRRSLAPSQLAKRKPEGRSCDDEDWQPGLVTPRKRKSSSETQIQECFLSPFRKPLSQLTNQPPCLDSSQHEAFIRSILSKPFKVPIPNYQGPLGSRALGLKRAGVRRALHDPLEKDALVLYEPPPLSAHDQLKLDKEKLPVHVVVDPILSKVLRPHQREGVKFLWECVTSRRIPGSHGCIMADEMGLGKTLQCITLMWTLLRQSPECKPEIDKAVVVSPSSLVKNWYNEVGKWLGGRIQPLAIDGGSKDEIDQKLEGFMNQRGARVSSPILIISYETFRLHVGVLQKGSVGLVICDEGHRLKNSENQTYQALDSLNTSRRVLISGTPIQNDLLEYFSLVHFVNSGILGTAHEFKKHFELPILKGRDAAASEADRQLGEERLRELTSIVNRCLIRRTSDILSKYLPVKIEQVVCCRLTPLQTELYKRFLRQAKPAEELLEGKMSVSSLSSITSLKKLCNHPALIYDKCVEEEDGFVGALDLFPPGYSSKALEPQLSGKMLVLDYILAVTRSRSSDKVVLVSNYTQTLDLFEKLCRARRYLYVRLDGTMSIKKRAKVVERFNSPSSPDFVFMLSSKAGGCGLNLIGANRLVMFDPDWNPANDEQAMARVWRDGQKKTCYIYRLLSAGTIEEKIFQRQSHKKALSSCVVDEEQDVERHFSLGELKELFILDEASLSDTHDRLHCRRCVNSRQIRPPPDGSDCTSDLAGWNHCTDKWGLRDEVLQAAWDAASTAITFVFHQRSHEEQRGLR
RAD52 inh: RAD52 (human) annealing inhibition | P43351 | recombinant RAD52 DNA annealing, FRET fluorescence | inhibition, % at 18.7 µM | hit rate 0.46% among 360,000 | AID 651710;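 active = every replicate showing at least 50% inhibition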
ARNT TACC3 PPI: disrupts binding between human ARNT and TACC3; Q9Y6A5; AID 623870; AlphaScreen His-ARNT PAS-B/GST-TACC3 binding, luminescence; TACC3 fragment carries E629A point mutation; hit rate 0.66% among 390,000; inhibition, % at 9.99 µM;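 active = mean inhibition of replicates at least 50% and at least half of replicates each reaching 50%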;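 note: 0% = complete ARNT plus TACC3 wells and 100% = ARNT alone without TACC3; many hits fall short of the cut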
INS-1E GSIS act: primary screen for activators of insulin secretion dependent on glucose, INS-1E cells, GLuc reporter luminescence. INS-1E GLuc reporter insulin secretion, 2-3 h. activation, % at 16.6 µM. hit rate 0.61% among 370,000. AID 743287;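 active = lowest replicate activation of at least 40%, so every replicate reaches that level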;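 note: 0% = median of neutral control wells and 100% = median of IBMX positive control wells; some compounds called inactive have numbers as strong as hits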
esBAF inh: inhibitors of esBAF chromatin remodeling in mouse ES cells. Bmi1-luciferase knock-in reporter, 24 h; 100% = twice the neutral-well signal. hit rate 2% among 350,000. reporter increase, % at 12.5 µM; in the data active = activation above about 40%;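 note: 0% = median of the plate's neutral control wells and 100% = double that signal; a rise in the Bmi1 reporter signal indicates esBAF inhibition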
Starred values were filed as active, the others as inactive; / = no result given; & = joins results of further samples. Rows are unselected; 3.3% or so of the library scored in one or more.

Molecule	ERAP1 HTS inh	XiGFP reactiv	CFTR F508del cor	RAD54 inh	RAD52 inh	ARNT TACC3 PPI	INS-1E GSIS act	esBAF inh
O=C(CC1Nc2cccc3cccc(c23)NC1=O)Nc1ccc(F)cc1 (stereo not given)	-1	0.1	-2.1	3	-9	8	18	-1
COCC(=O)Nc1ccc2c(c1)[C@H]1C[C@@H](CC(=O)NCc3ccncc3)O[C@@H](CO)[C@H]1O2	-1	0.2	-2.0	-12	-1	-1	-6	6
CN(C)c1ccc(S(=O)(=O)NCC(=O)N2CCN(S(=O)(=O)c3cccc(F)c3)CC2)cc1[N+](=O)[O-]	1	0.1	-3.2	1	-3	/	-15	4
CN(C)CC(=O)N[C@@H]1CC[C@@H](CCNC(=O)Nc2ccc(C(F)(F)F)cc2)O[C@H]1CO	2	-0.2	-1.4	7	24	1	-8	12
Cc1cc(/C=C2\C(=N)N3N=C(c4ccco4)SC3=NC2=O)c(C)n1Cc1ccccc1	/	0.3	-0.5	/	-46	-2	-18	/
C=CCn1c(O)c(N=NC(=O)c2cccnc2)c2cc(Br)ccc21	-2	-0.2	4.2	5	-19	/	-6	-6
O=C(O)C[C@H]1C[C@H]2c3cc(NC(=O)CC4CC4)ccc3O[C@H]2[C@H](CO)O1	0	0.0	0.6	-13	-6	-7	3	1
O=C(Cn1cnc2c(cnn2-c2ccc(F)cc2)c1=O)NCCc1ccccc1	-2	0.1	-4.2	1	7	-3	2	-5
Cc1ccc(S(=O)(=O)Nc2cccc3c2O[C@H](CN(C)C(=O)Nc2ccc4c(c2)OCO4)[C@H](C)CN([C@H](C)CO)C3=O)cc1	1	-1.0	-0.2	0	7	9	-7	72*
O=C(Cn1ncc2c1-c1ccccc1OC2)Nc1ccc(S(=O)(=O)N2CCCCC2)cc1	-4	-0.1	-2.4	-2	1	23	/	2
COc1ccc(S(=O)(=O)Nc2cccc3c2O[C@H](CN(C)C(=O)NC2CCCCC2)[C@@H](C)CN([C@H](C)CO)C3=O)cc1	0&3	0.0&0.0	0.4&-0.1	-4&-2	-2&-7	-6&-2	10&-13	-6&-1
COc1ccc(CCNC(=O)CSc2nnc3ccc(-c4ccncc4)nn23)cc1	6	0.0	0.0	2	-11	10	4	-13
CN1c2ccc(-c3ccccc3F)cc2[C@H]2[C@H](CCN2S(=O)(=O)c2ccc(F)cc2)[C@H]1CO	/	0.0	2.7	-5	-14	1	-28	-2
CN1c2ccc(-c3ccccc3)cc2[C@H]2[C@H](CCN2C(=O)Cc2cccnc2)[C@@H]1CO	0	0.2	-2.0	5	-12	-9	-4	1
Cc1ccc(C(=O)Nc2cccc(S(=O)(=O)N3CCCCC3)c2)cc1[N+](=O)[O-]	0	0.2	3.6	1	-5	26	-19	6
C[C@@H]1CN([C@@H](C)CO)C(=O)c2cc(C#C[C@@H](C)O)cnc2O[C@@H]1CN(C)C(=O)CC1CC1	0	0.3	-2.4	-2	-1	-3	15	4
Cc1ccc2ccccc2c1C(O)c1ncc(-c2ccccc2Cl)[nH]1 (stereo not given)	-1	0.0	0.0	6	10	/	-5	1
Cn1cc(S(=O)(=O)Cc2ccc(F)cc2)c2ccccc21	1	-0.4	-1.1	10	-3	0	6	4
C[C@@H]1CN([C@@H](C)CO)C(=O)c2cc(NC(=O)Nc3cccc4ccccc34)ccc2O[C@@H](C)CCCCO[C@@H]1CN(C)S(=O)(=O)c1cn(C)cn1	-1	0.2	-1.4	5	-16	5	2	0
Cc1ccc(CN(C(=O)COc2ccc(Br)cc2)C2CCS(=O)(=O)C2)o1 (stereo not given)	0	0.0	1.9	-14	-7	0	32	-2

Some of these compounds in order of SMILES length, low to high.
Molecule	ERAP1 HTS inh	XiGFP reactiv	CFTR F508del cor	RAD54 inh	RAD52 inh	ARNT TACC3 PPI	INS-1E GSIS act	esBAF inh
Cn1cc(S(=O)(=O)Cc2ccc(F)cc2)c2ccccc21	1	-0.4	-1.1	10	-3	0	6	4
Cc1ccc(C(=O)Nc2cccc(S(=O)(=O)N3CCCCC3)c2)cc1[N+](=O)[O-]	0	0.2	3.6	1	-5	26	-19	6
CN(C)c1ccc(S(=O)(=O)NCC(=O)N2CCN(S(=O)(=O)c3cccc(F)c3)CC2)cc1[N+](=O)[O-]	1	0.1	-3.2	1	-3	/	-15	4

(cont.)
Molecule	ERAP1 HTS inh	XiGFP reactiv	CFTR F508del cor	RAD54 inh	RAD52 inh	ARNT TACC3 PPI	INS-1E GSIS act	esBAF inh
CN(C(=O)Cn1nnc(-c2ccccc2)n1)C1CCS(=O)(=O)C1 (stereo not given)	2	-0.1	0.0	/	5	-2	1	/
CC#CCN1c2ccccc2[C@]23C[C@@H](C(=O)OC)N(C(=O)c4ccco4)C2=NC(C(=O)OC)=C(C(=O)OC)[C@H]13	/	0.0	4.1	-6	-47	0	-11	9
C/C=C/c1ccc([C@H]2[C@@H](CO)N(CCC(F)(F)F)C23CN(C(=O)CC2CC2)C3)cc1	2	0.0	1.9	/	-18	/	6	/
OC(CN1CCN(C(c2ccccc2)c2ccccc2)CC1)c1ccc(Br)cc1 (stereo not given)	-1	0.0	1.1	1	-28	6	/	-4
C=CCn1c(=S)[nH]c2scc(-c3ccc(C)o3)c2c1=O	5	0.0	-0.8	/	-16	4	-5	/
COc1ccc(NC(=O)c2ccc(NC3CC(=O)N(c4ccc(C)cc4C)C3=O)cc2)cc1 (stereo not given)	0	-0.2	-1.4	6	-8	2	-8	-6
COc1ccc(S(=O)(=O)N2CCN(C)CC2)cc1C	-2	0.2	-1.7	-3	-2	-2	-2	-6
Cc1ccc(-c2cccc(C(=O)NCc3ccccc3)n2)c2ccccc12	2	0.0	-2.5	-4	-4	-21	0	4
CCCC(=O)Nc1ccc2c(c1)C(=O)N(C)[C@@H]1CC[C@@H](CC(=O)NCc3ccccc3F)O[C@@H]1CO2	/	0.2	-1.5	8	/	-11	2	5
O=S(=O)(N[C@H]1CC[C@H](CCn2cc(-c3cccc(F)c3)nn2)O[C@H]1CO)c1ccc(Cl)cc1	-6	0.2	2.0	1	-13	-28	-2	-10
Cc1cccc(Cl)c1NC(=O)N(C)c1ccccc1	1	-0.1	1.8	/	-3	/	-1	/
CCOC(=O)NC(=O)CSc1ccc(S(=O)(=O)N2CCCCC2)cn1	2	0.0	-3.8	-11	-18	6	5	-2
C[C@H]1CCCCO[C@@H](CN(C)S(=O)(=O)c2ccc(Cl)cc2)[C@@H](C)CN([C@@H](C)CO)C(=O)c2cc(N(C)C)ccc2O1	-1	0.4	0.9	2	24	9	-9	-1
CCC(=O)N(C)C[C@H]1Oc2cc(-c3cccc(F)c3)ccc2S(=O)(=O)N([C@@H](C)CO)C[C@H]1C	1	0.3	0.0	-4	2	-7	-7	3
CC(=O)N1CCc2c(sc(NC(=O)C3CCCCC3)c2C(N)=O)C1	1	0.0	2.9	-4	-68	6	-1	13
COC(=O)c1cc(=O)n(CCc2ccccc2F)c(=Nc2ccc(F)c(Cl)c2)s1	3	0.0	1.4	-2	0	-1	-13	-81
Nc1[nH]c(N=NC(=O)c2ccc(Cl)cc2)c2ccccc12	/	0.5	/	10	/	-12	15	/
C/C(=N\Nc1ccc(C(=O)O)cc1)c1ccc2c(c1)Nc1ccccc1S2	1	0.1	-2.2	0	-15	29	-28	52*
CCS(=O)(=O)c1nc2ccccc2n1CC(=O)N1CCOCC1	/	/	/	10	/	0	8	-2
CNC[C@H]1Oc2ccc(NC(=O)Cc3ccccc3)cc2CC(=O)N([C@@H](C)CO)C[C@@H]1C	6	-0.9	-2.1	-14	9	-3	-1	-4
COCCNC(=S)N(CCc1c(C)[nH]c2ccc(OC)cc12)Cc1ccco1	1	0.0	-0.1	-3	-55	5	-18	4
COc1ccc(C(=O)NC(=O)CSc2n[nH]c(N)n2)cc1	-6	0.2	2.1	7	4	7	/	5
CC(C)(CO)NC(=O)Nc1ccc(Cl)c(Cl)c1	2	0.2	-3.5	/	-11	34	-2	/
C=CCN(c1ccccc1OC)S(=O)(=O)c1cccc(C(=O)OCC(=O)c2c(N)n(C)c(=O)n(C)c2=O)c1	-1	-0.2	-0.2	1	-16	-2	-23	29
O=C(COC(=O)c1ccccc1SCC(=O)NC1CCS(=O)(=O)C1)NC1CCS(=O)(=O)C1 (stereo not given)	-6	0.1	-1.2	/	-5	-6	-3	/
O=C(NC(=S)Nc1ccccc1O)c1cccnc1	3	0.1	3.3	4	1	6	-1	10
CC(=O)c1cc(NC(=O)c2ccccc2)c(=O)oc1C	0	0.0	2.8	/	-3	-12	-65	/
CCCNC(=O)C[C@H]1C[C@@H]2c3cc(NS(=O)(=O)c4ccccc4)ccc3O[C@@H]2[C@H](CO)O1	/	0.0	-1.0	11	/	-5	0	-1
CNC[C@H]1Oc2ccc(NC(=O)Cn3cnnn3)cc2CC(=O)N([C@@H](C)CO)C[C@H]1C	5	-0.5	1.2	8	-1	2	-2	5
O=C(C[C@H]1CC[C@H]2[C@@H](COC[C@@H](O)CN2Cc2ccccc2)O1)NCCc1ccccc1	-2	0.1	2.0	13	-3	6	-14	1
COC(=O)C1(CC2CC(c3cccc(Br)c3)=NO2)CCN(C(=O)OC(C)(C)C)CC1 (stereo not given)	-2	0.0	0.8	3	-2	0	-43	-10
CSc1nsc(SCc2ccc(Cl)cc2)n1	0	/	-1.8	0	-4	-6	5	11
CCCC(=O)Nc1ccc2c(c1)C(=O)N(C)[C@H]1CC[C@@H](CC(=O)NCCc3ccncc3)O[C@@H]1CO2	1	0.3	3.1	2	2	-6	-3	1
COc1ccc(-c2c(-c3ccc(OC)c(C)c3O)n[nH]c2C)cc1	1	0.0	-4.2	-21	-15	3	-5	1
CCCNC(=O)Nc1ccc2c(c1)C(=O)N(C)C[C@H](OC)[C@H](C)CN(Cc1cncnc1)[C@@H](C)CO2	-2	-0.1	2.2	5	4	3	-1	4
O=C(Cn1c(CN2CCCCC2)nc2ccccc2c1=O)Nc1ccccc1	-1	/	0.1	-5	-7	-3	-7	-1
CO[C@H]1CN(C)C(=O)c2ccc(NC(=O)NC(C)C)cc2OC[C@@H](C)N(CC2CC2)C[C@@H]1C	0	0.2	2.1	-30	14	-14	0	-2
CNC(=O)Oc1ccc2c(c1)[C@]1(C)CCN(C)[C@@H]1N2C	-5&-1	0.0&0.0	-1.6&-0.7	-8&-5	-14&-17	-3&1	15	-4&5
CCC(C)N1C(=O)S/C(=C/c2ccc(N3CCOCC3)cc2C)C1=O (stereo not given)	7	0.1	/	/	-15	26	9	/

Screens as filed in PubChem BioAssay.
